# Assay outcomes deposited in PubChem BioAssay by National Center for Advancing Translational Sciences (NCATS).
# KB-V1 MDR tox: KB-V1 MDR subline cytotoxicity. 400,000 compounds, 3.4% hits. AID 1347076. Potency, µM (doses to about 46.1 µM), inactives show top-dose activity change, negative = cytotoxicity, actives largely listed as cytotoxic. KB-V1 MDR cells viability, CellTiter-Glo, 72 h; further: potency means the concentration at half of the fitted maximal effect; on the % scale 0 is the no-effect control and ±100 the full control effect; nearly all actives have a fitted effect of over 60% in size
#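 In this primary screen, KB-V1 cells overexpressing P-gp are incubated with library compounds (lowest to highest concentration) for 72 h at 37 degrees C before a luminescent ATP viability read.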
# PTHR1 agonist: activates the human parathyroid hormone receptor PTHR1 | 410,000 compounds, 0.075% hits | HEK293 GP2 PTHR1 cells, GloSensor cAMP luminescence, 1 h | AID 743266 | Potency, µM (series often up to 115 µM), for the others: at the top dose activation, actives largely listed as activators | Q03431; further: potency means the concentration at half of the fitted maximal effect; nearly all actives have a fitted effect of over 55% in size; some results filed as inactive show a strong effect at the top dose; inactives centre near -15; many of its hits are not listed in these tables
#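 HEK-293-derived GP2 cells expressing PTHR1 and a GloSensor cAMP reporter, 3,000/well, plated overnight, given luciferin plus IBMX (each 0.5 mM as added) for 1 h at 37 °C, then compound for 1 h at 37 °C. Luminescence was read after 15 min at room temperature.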
# GLP1R cytotox: cytotoxicity in counter-screen for GLP-1R inverse agonists; HEK293 cAMP-luciferase reporter cells, luminescence, 24 h; Potency, µM (doses to about 38.3 µM), inactives show at the top dose activity change, negative = inhibition, most hits filed as inhibitors; 410,000 compounds, 0.13% hits; AID 624418;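 further: loss of luciferase light is scored as toxicity; potency means the concentration at half of the fitted maximal effect; on the % scale 0 is the no-effect control and ±100 the full control effect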
#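 1536-well qHTS counterscreen of the MLSMR; 200 cells/uL, 12 h pre-incubation, 23 nL cpd, 24 h at 37 deg C 5% CO2, luciferase detection reagent, 12 min RT, luminescence. Inhibition = undesired.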
# GLP1R inv ag: acts as inverse agonist at human GLP-1 receptor. HEK293 GLP-1R CRE-luciferase, luminescence, 24 h; GLP-1R form is constitutively active. Potency, µM (titrated, usually from 38.3 µM), inactives show top-dose activity change, negative = inhibition, actives largely listed as inhibitors. 410,000 compounds, 1.6% hits. AID 624417; further: potency means the concentration at half of the fitted maximal effect; on the % scale 0 is the no-effect control and ±100 the full control effect; nearly all actives have a fitted effect of over 55% in size
# Target sequence (P43220 whole entry, looked up): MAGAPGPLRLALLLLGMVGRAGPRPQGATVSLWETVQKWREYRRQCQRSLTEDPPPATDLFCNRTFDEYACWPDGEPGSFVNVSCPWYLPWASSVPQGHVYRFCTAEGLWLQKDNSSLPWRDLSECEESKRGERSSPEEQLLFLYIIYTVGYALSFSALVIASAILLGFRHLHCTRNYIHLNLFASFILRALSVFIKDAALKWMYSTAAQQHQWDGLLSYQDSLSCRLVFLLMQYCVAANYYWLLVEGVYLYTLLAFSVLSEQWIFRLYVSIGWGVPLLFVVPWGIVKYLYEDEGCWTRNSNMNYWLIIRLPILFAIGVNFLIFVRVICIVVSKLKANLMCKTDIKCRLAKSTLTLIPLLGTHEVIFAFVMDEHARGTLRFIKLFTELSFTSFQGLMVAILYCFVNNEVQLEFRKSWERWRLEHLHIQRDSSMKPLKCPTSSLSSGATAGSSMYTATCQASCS
#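 Cells are plated, allowed 12 hours at 37 deg C, then treated with compounds for 24 hr before luciferase detection reagent is added and luminescence is read after 12 min at room temperature. The HEK293 line carries constitutively active GLP-1R with a cAMP-responsive reporter.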
# TDP43 rescue: inhibitors of TDP-43 toxicity in yeast. TDP-43 expressing yeast growth rescue, BacTiter-Glo, 24 h. Potency, µM (highest dose often 46.1 µM), without a hit: at the top dose growth rescue (activation), usual class: activators. 410,000 compounds, 1.8% hits. AID 652104; further: potency means the concentration at half of the fitted maximal effect; % of control where 0% means no effect; nearly all actives have a fitted effect of over 50% in size
#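 Cell-based yeast growth screen: TDP-43 expression induced in galactose, inoculum OD600=0.02 after raffinose pregrowth to mid-log. Read-out BacTiter-Glo luminescence at 24 hr, 30 deg C; inhibition of toxicity seen as signal increase.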
# GLP-1R agonist: agonists of human GLP-1 receptor. HEK293 GLP-1R CRE-luciferase, luminescence, 4-6 h; cells express a hypersensitive GLP-1R form. P43220. 380,000 compounds, 0.007% hits. Potency, µM (doses to about 45.6 µM), for inactives: at the highest dose activation, usual class: activators. AID 624172; further: potency means the concentration at half of the fitted maximal effect; % of control where 0% means no effect
# DRD3 antagonist: D3 dopamine receptor (human) antagonism; D3R cells, DiscoveRx beta-arrestin luminescence, antagonist mode; hits give low values; max response, negative = inhibition, %; 360,000 compounds, 2.5% hits; in the data active means max response below about -50%; inconclusive means no clear call, values can overlap the other calls; further: on the % scale 0 is the no-effect control and ±100 the full control effect; mostly tested at two doses, the higher about 12 µM
# Target sequence (P35462 whole entry, looked up): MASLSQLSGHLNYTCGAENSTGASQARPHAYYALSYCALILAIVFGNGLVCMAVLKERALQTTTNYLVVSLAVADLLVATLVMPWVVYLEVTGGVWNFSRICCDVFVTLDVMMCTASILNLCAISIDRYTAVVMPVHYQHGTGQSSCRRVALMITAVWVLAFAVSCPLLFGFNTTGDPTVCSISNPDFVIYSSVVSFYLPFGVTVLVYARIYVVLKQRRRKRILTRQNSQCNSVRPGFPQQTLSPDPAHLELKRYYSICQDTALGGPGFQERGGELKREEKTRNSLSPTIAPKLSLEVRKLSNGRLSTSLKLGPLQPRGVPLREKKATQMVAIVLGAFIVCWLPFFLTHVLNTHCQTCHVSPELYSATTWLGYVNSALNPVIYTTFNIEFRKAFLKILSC
#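 Cells plated overnight at 1500 cells/well, then exposed to library compounds with dopamine controls for 90 minutes at 37 degrees C. DiscoveRx reagent added for 30–60 minutes at room temperature; luminescence read, quantitative HTS format.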
# DRD3 agonist: D3 dopamine receptor (human) agonism | P35462 | D3R DiscoveRx beta-arrestin cells, luminescence, 90 min | max activation, % | 410,000 compounds, 0.58% hits; in the data active means max activation above about 30%; further: 0% is about no effect; mostly tested at two doses, the higher about 12 µM
#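 Agonist-mode cell screen: cells plated at 1500/well and incubated overnight at 37 °C, then exposed to library compounds for 90 min at 37 °C. Detection reagent was added for 30–60 min at room temperature, and luminescence was read.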
# aSyn rescue: rescues yeast growth from alpha-synuclein toxicity. Yeast expressing alpha-synuclein, growth rescue, BacTiter-Glo, 24 h. 370,000 compounds, 0.14% hits. Potency, µM (titrated, usually from 46.1 µM), without a hit: at the highest dose growth rescue (activation), usual class: activators; further: potency means the concentration at half of the fitted maximal effect; % of control where 0% means no effect; nearly all actives have a fitted effect of over 65% in size
#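 Galactose-induced alpha-syn yeast (OD600=0.02, raffinose-pregrown) + pinned cpd, 24 hr, 30 deg C; growth by BacTiter-Glo luminescence. Growth restoration scores as activation.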
# Numbers without * were called inactive; i = inactive; ? = inconclusive; / = no result given; [ ] = another dose, or the depositor's remark. Unless noted, the call rests on the fitted dose curve; in most records, active means well fitted curve in the direction sought with a large enough effect; inconclusive means small, poorly fitted or top-dose-only effect, or another doubt; inactive means no such curve, though single readings can be large; an effect the other way counts as inactive or inconclusive. Only part of the results is shown. The share of hits here may be higher or lower than overall.
mol,KB-V1 MDR tox,DRD3 agonist,DRD3 antagonist,aSyn rescue,GLP1R inv ag,TDP43 rescue,PTHR1 agonist,GLP-1R agonist,GLP1R cytotox
CC1CCCCC1NC(=O)COC(=O)c1ccc(N(C)C)cc1 (stereo unspecified),-9.8%,0.9,14.3,6.0%,-29.7%,15.8µM*,i,8.8%,-15.9%
CCOC(=O)c1cccc(NS(=O)(=O)c2c(C)[nH]c(C)c2C(=O)N2CCCC2)c1,3.2%,-6.1,-21.3,-0.2%,-7.6%,-29.7%,5.9%,-2.5%,-3.1%
COC(=O)C1=CN(c2ccc(Oc3ccccc3)cc2)C(N)=C(C#N)C1c1cccc(F)c1 (stereo unspecified),-16.4%,5.9,5.8,4.8%,?,23.0%,-50.8%,/,3.8%
c1ccc(CCc2cc3ccccc3[nH]2)cc1,-24.0%,1.7,-23.8,-8.5%,-15.6%,23.6%,-8.0%,-2.8%,-1.0%
CCc1ccc(N(CC)c2ncnc3nc[nH]c23)cc1,-12.5%,2.7,-11.5,13.6%,?,8.1%,i,-4.4%,-3.9%
COc1ccc(CN2CCNC(=O)C2CC(=O)N(Cc2nccn2C)C(C)C)c(OC)c1 (stereo unspecified),?,2.9,-10.8,6.8%,-4.7%,-13.4%,i,18.3%,-16.1%
O=C(O)c1ccc(-n2ncc(Cl)c(Cl)c2=O)cc1,?,-7.2,0.0,0.2%,7.0%,-4.5%,-80.4%[inhibitor],-1.9%,4.6%
CC(=O)Oc1cccc(N2C(=O)C3C(C2=O)C2C=CC3C23CC3)c1 (stereo unspecified),-0.6%,-0.3,-18.9,8.5%,-15.3%,?,i,-3.3%,-10.7%
Cc1ccc(Cn2ccn(Cc3ccc(C)cc3)c(=O)c2=O)cc1,/,4.6,/,/,6.1%,11.7%,i,/,-0.6%
CC(C)(C)c1cc(Br)ccc1OCC(=O)Nc1ncn[nH]1,4.0%,-6.4,-1.7,2.4%,?,18.6%,-0.5%[57.5 µM],0.7%,-8.0%
Cn1c2ccccc2c2c(C(=O)N3CCN(C(=O)c4ccco4)CC3)cn(C3CCCCC3)c(=O)c21,0.0%,1.1,5.9,6.7%,?,-12.7%,-43.0%[inhibitor][57.5 µM],-1.7%,-24.9%
CC(=O)c1ccc(NC(=O)c2nc(-c3ccc(Cl)cc3)n3c2CCCCC3)cc1,3.0%,-1.2,/,/,?,3.9%,i,/,-7.4%
COc1ccc(CCNC(=O)Cc2ccc(NS(=O)(=O)c3ccc(F)cc3)cc2)cc1OC,?,4.0,31.1,-4.9%,1.2%,14.6%,i,8.6%,1.8%
O=C(CCn1cccn1)N1CCCC(N2CCN(c3cccc(Cl)c3)CC2)C1 (stereo unspecified),-12.8%,-9.6,?,1.0%,-15.6%,12.5%,-46.9%[inhibitor],7.8%,-0.4%
COc1cccc(CN(C)C(=O)COc2cccc3c2OC(C)(C)C3)c1OC,?,1.3,16.9,7.3%,-29.2%,-1.8%,i,1.3%,9.5%
O=C(COC(=O)c1ccc(NS(=O)(=O)c2cccs2)cc1O)NCc1ccccc1,13µM*,-3.2,-22.4,10.3%,-19.0%[7.66 µM],-11.4%,-30.4%,-0.2%,?
CCc1nnc(-n2nc(C)cc2-c2ccccc2)n1N,15.2%,0.1,?,-3.1%,0.6%,20.6%,-13.2%,21.5%,5.8%
Cn1cc(C(=O)NCCc2ccc(Cl)cc2)c(=O)c2cc(S(=O)(=O)N3CCCCC3)ccc21,1.0%,0.0,/,/,0.0%,0.0%,-14.6%,/,8.7%
CCc1nnc(NC(=O)c2ccc(S(=O)(=O)N(CC(C)C)CC(C)C)cc2)o1,?,-7.4,-107.3*,22.4µM*,?,?,-5.6%,-11.6%,-18.4%
COc1ccc(CCNC(=O)C(CC(C)C)N2Cc3ccccc3C2=O)c(OC)c1OC (stereo unspecified),0.8%,-3.9,/,/,-5.4%,13.1%,i,/,-12.1%
CCOC(=O)C1CCCN(c2c(NCC3CCCN3CC)c(=O)c2=O)C1 (stereo unspecified),-6.4%,-9.2,-23.5,-0.8%,2.2%,13.3%,-16.2%,-2.8%,2.6%
O=C(O)CN1C(=O)C(=O)N(Cc2ccc(C(F)(F)F)cc2)C1=O,?,22.4,2.7,-3.1%,0.0%,-8.2%,i,-3.1%,1.2%
COc1ccc(CNC(=O)Nc2ccccc2)cc1,-22.1%,-8.8,-3.4,5.3%,?,?,-26.3%,11.5%,7.6%
CCN=c1scc(C)n1/N=C/c1ccsc1,22.3%,3.9,-1.7,7.4%,3.8%,0.0%,-21.6%,6.8%,-1.6%
COc1ccc(/C=C(/NC(=O)/C=C/c2ccccc2)C(=O)O)cc1,10.2%,-1.6,5.3,-0.6%,46.2%[activator],16.7%,i,0.1%,1.5%
CC(Oc1ccc(F)cc1)C(=O)Nc1cc(S(=O)(=O)N2CCCCC2)ccc1N1CCOCC1 (stereo unspecified),?,-6.8,2.7,2.7%,?,-22.9%,-15.9%,19.5%,6.7%
CCCc1cc(=O)n2[nH]c(NC(=O)c3ccc(C(C)(C)C)cc3)nc2n1,3.3%,-4.5,/,/,-12.0%,3.9%,i,/,-10.8%
COc1ccc(CNc2ncnc3ccccc23)cc1,-43.0%,-5.1,-5.4,-2.3%,?,-19.0%,-85.1%[inhibitor],1.1%,2.8%
CC(=O)N=C1C=CC(=CN(O)C(C)(C)Cc2ccccc2)C=C1,?,2.2,-53.8*,0.3%,1.9%,24.2%,-19.4%,9.0%,0.0%
COc1ccc(Oc2cn[nH]c2-c2ccc(OCC(=O)NN)cc2O)cc1,3.5%,-4.5,-1.3,-6.8%,?,-4.8%,i,0.5%,-0.2%
COc1cc(C(=O)OCC(=O)N2CCC(C)CC2)cc2c1OCCO2,-12.0%,-3.8,0.2,-12.0%,8.7%,-6.9%,-33.6%[inhibitor],5.4%,-14.3%
O=C(c1ccc(COc2ccccc2Br)o1)N1CCN(c2ccccn2)CC1,-20.5%,-1.2,-13.2,/,0.0%,22.5%,i,1.0%,-21.4%
COC(=O)c1ccccc1NC(=O)COC(=O)/C=C/c1cccs1,-4.1%,0.8,23.1,3.7%,2.8%,11.5%,i,1.4%,-4.4%
Cc1c(N=C2NC(=O)C(CC(=O)Nc3ccccc3)S2)c(=O)n(-c2ccccc2)n1C (stereo unspecified),-0.7%,3.4,-22.8,7.0%,?,5.1%,i,-9.0%,-0.2%
O=S(=O)(Cc1ccccc1)C(c1ccccc1)S(=O)(=O)Cc1ccccc1,-25.8%,1.6,-1.8,7.7%,?,21.7%,-1.5%,-1.6%,-2.6%
COc1ccccc1NC(=O)CSc1c2c(nc3ccccc13)CCC2,?,1.2,-7.8,3.8%,-11.5%,22.1%,i,0.2%,-25.9%
Cc1cc(C)n(-c2ccc(C(=O)Nc3nc4ccccc4s3)cc2)n1,-16.7%,2.3,7.9,-10.7%,?,0.3%,-17.9%[57.5 µM],-8.2%,-28.0%
CCOC(=O)c1[nH]c2ccc(C)cc2c1N,?,5.7,5.2,-0.7%,1.6%,-21.5%,-14.7%[57.5 µM],-2.3%,4.5%
COc1ccc(OCC(=O)NCCCn2ccnc2)cc1,-2.0%,7.8,6.2,-0.3%,5.3%,6.7%,i,3.5%,-13.4%
COC(=O)C1CCN(C(=O)c2sc3nc(-c4ccc(F)cc4)cn3c2C)CC1,?,1.2,-13.5,12.3%,-2.2%,?,4.6%[57.5 µM],7.1%,-12.2%
CC(=O)N(Cc1c(C#N)c2ccccc2n1C)c1ccccc1,-23.5%,-8.3,-0.8,0.1%,-15.3%,-14.9%,-5.9%[57.5 µM],-4.4%,-2.3%
Cc1noc(NS(=O)(=O)c2ccc(NC(=O)/C=C/c3ccc(Cl)cc3Cl)cc2)c1C,11.8%,7.0,20.2,-0.4%,-2.3%,8.3%,i,9.3%,4.1%
CC(C)C[C@H]1COc2cccc(N3CCSCC3)c2S(=O)(=O)N1,-0.9%,-5.1,-15.3,1.1%,11.1%,22.9%,-12.8%,0.2%,-5.9%
O=C(Nc1ccccc1Cl)N1CCC2(CC1)Oc1ccccc1C(=O)N2Cc1ccc(F)cc1,-7.8%,0.2,/,/,11.8%,3.0%,i,/,7.5%
CCOC(=O)Cn1c(=NC(=O)C2COc3ccccc3O2)sc2cc(S(N)(=O)=O)ccc21 (stereo unspecified),10.6%,2.6,14.5,0.6%,-24.2%,13.7%,-4.6%,1.9%,-3.3%
Cc1ccccc1OCCC(=O)OCC(=O)NC1CCS(=O)(=O)C1 (stereo unspecified),10.0%,10.8,8.6,-0.8%,1.1%,-0.5%,i,-6.2%,10.2%
O=C(NCC1CCCO1)c1ccc(Cl)c(NS(=O)(=O)c2ccc(F)cc2)c1 (stereo unspecified),?,0.6,-14.3,-3.2%,1.3%,4.6%,-31.9%[inhibitor],-2.8%,-26.2%
OC1(CC#CCN2CCCCC2)c2ccccc2-c2ccccc21,20.8%,-9.0,-0.7,-1.1%,?,11.4%,-9.8%,19.5%,-3.0%
Cc1ccc2cccc(OCC(=O)NCc3ccco3)c2n1,2.0%,-1.7,26.1,-0.8%,4.5%,0.0%,i,-2.7%,3.1%
